CCHFV vOTU inh: CCHFV vOTU protease inhibition. Pep-AMC fluorescence. inhibition, % at 11.5 µM. 370,000 tested, 0.55% active. AID 651958; in the data active = inhibition above about 30%; also: 0% = vehicle wells with enzyme and 100% = no enzyme wells
PfHsp40 rescue: compounds rescuing yeast from Plasmodium falciparum HSP40 toxicity; S. cerevisiae expressing PfHsp40, growth rescue, ATP luminescence; 340,000 tested, 0.68% active; growth rescue, % at 12.5 µM; in the data active = growth rescue above about 28%, passing the limit was not always enough; inconclusive = no clear call, values can overlap the other calls;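 also: yeast W303a lacking pdr1 and pdr3 grown in galactose medium; growth measured after three days at 30 °C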
FadD28 binding: blocks FadD28 binding to the bisubstrate probe; 360,000 tested, 0.22% active; fluorescence polarization; AID 588549; inhibition, % at 12.5 µM; in the data active = inhibition above about 8.5%, passing the limit was not always enough; inconclusive = no clear call, values can overlap the other calls
Yp Topo-I inh: inhibitors of Yersinia pestis topoisomerase I | AID 504884 | Y. pestis Topo-I cleavage product accumulation, plate reader | 360,000 tested, 0.064% active | activity, % at 10 µM; in the data active = activity above about 50%, passing the limit was not always enough; inconclusive = no clear call, values can overlap the other calls; also: inactives centre near 2
Anthrax LF inh2: anthrax lethal factor protease inhibition; P15917; multiplex microsphere protease cleavage assay, LF; inhibition, % at 10 µM; 360,000 tested, 0.12% active; AID 588501; also: plate controls were buffer without enzyme for full effect and enzyme alone for no effect
Target sequence (P15917 whole entry, looked up): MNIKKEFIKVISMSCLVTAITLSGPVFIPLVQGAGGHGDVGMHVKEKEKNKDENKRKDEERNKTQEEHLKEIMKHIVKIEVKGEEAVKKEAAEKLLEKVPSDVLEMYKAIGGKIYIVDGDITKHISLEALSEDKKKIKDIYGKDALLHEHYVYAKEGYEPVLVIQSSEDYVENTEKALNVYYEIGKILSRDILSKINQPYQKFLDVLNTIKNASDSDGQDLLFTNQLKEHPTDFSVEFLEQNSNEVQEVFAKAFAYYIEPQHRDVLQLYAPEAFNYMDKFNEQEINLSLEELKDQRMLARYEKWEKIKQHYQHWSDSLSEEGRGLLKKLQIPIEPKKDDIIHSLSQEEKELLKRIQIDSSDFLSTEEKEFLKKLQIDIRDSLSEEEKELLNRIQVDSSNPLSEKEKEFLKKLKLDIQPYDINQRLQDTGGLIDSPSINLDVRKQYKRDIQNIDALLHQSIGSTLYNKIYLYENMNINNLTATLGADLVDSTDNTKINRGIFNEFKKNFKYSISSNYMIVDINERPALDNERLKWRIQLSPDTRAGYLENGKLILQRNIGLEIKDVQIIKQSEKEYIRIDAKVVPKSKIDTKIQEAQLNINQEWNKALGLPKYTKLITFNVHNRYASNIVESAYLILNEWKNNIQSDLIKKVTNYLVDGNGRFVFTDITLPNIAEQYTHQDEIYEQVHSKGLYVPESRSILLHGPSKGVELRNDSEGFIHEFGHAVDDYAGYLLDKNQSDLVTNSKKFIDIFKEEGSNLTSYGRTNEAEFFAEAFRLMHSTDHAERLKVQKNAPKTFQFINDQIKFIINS
BoNT F protease: BoNT F light chain protease inhibition; Multiplex microsphere protease cleavage assay, flow cytometry; inhibition, % at 10 µM; 360,000 tested, 0.22% active; AID 588497; in the data active = inhibition above about 35%, passing the limit was not always enough; inconclusive = no clear call, values can overlap the other calls; also: plate controls were buffer without enzyme for full effect and enzyme alone for no effect
PrPC surface inh: inhibitors of human cell surface prion protein PrPC; P04156; TR-FRET read-out; inhibition, % at 13.8 µM; 370,000 tested, 0.43% active; AID 720596; in the data active = inhibition above about 24%; also: 0% = median of the test wells and 100% = reference compound wells
BoNT A protease: BoNT A light chain protease inhibition | inhibition, % at 10 µM | 360,000 tested, 0.17% active | multiplex microsphere protease substrate cleavage, flow cytometry; also: plate controls were buffer without enzyme for full effect and enzyme alone for no effect
TcdB inh: inhibitors of Clostridioides difficile toxin B glycohydrolase; P18177; TcdB glycohydrolase enzymatic assay, plate reader; inhibition, % at 9.99 µM; 350,000 tested, 0.24% active; AID 652162; in the data active = inhibition above about 10%
* hit, by the source's call; ? = inconclusive; nt = no result given; & = joins results of further samples. Rule as the data show it, unless noted: active = inhibition above about 30%; inconclusive = no clear call, values can overlap the other calls; inactive = below that.

SMILES	CCHFV vOTU inh	PfHsp40 rescue	FadD28 binding	Yp Topo-I inh	Anthrax LF inh2	BoNT F protease	PrPC surface inh	BoNT A protease	TcdB inh
S=C(Nc1ccccc1Cl)N(Cc1cccnc1)Cc1ccco1	15	0.2	0.0	-5	3	-3	0	-1.5	-0.9
CN1CCCC(OC(=O)c2ccc(Cl)cc2)C1 (stereo not given)	-7	-0.4	-0.8	-2	-1	?	-7	-2.9	1.3
Cc1ccc(F)cc1NC(=O)C1CCN(c2cnccn2)CC1	-5	-1.0	-1.2	2	-8	11	7	0.1	nt
COc1cccc(CNCCSc2nnnn2C)c1	3	-1.7	0.3	-4	-2	3	5	-0.4	nt
COc1ccc(NC(=O)c2csc(C)c2)cc1OC	-17	0.1	-1.3	-1	2	-1	5	1.1	-1.1
CCCCn1c(=O)c(C=Nc2ccc(Cl)cc2)c(O)n(Cc2ccco2)c1=O	18	0.5	-0.2	20	-3	3	13	-0.7	0.2
Cc1ccc(Cl)cc1N(CC(=O)NC1CCCC1)C(=O)c1csnn1	-2	1.2	0.2	-2	-1	5	6	0.4	1.5
COc1ccc(Cl)cc1-c1nc(-c2ccc(NC(=O)c3cccs3)cc2)no1	nt	1.7	-1.3	-4	-2	-1	nt	0.3	nt
Nc1ccc(NC(=O)Nc2ccc(N)cc2)cc1	-7	-0.9	-3.4	-19	-14	?	8	1.2	2.0
CCC(C)(C)n1nnnc1C(c1cccnc1)N1CCN(c2cccc(C(F)(F)F)c2)CC1 (stereo not given)	30*	215*	-4.9	34	0	-8	8	0.6	nt
O=S(=O)(NCc1ccccn1)c1ccc2c(c1)OCCO2	7	-0.9	1.0	11	-7	-7	4	-1.6	nt
CC(C)(C)[C@@H]1C=C(C(=O)N2CCN(Cc3ccccc3)CC2)O[C@H](OCc2ccc(CO)cc2)C1	17	0.0	-1.2	29	-13	3	7	-0.7	1.9&1.1
CC1CC(C)CN(C(=O)CN(C)S(=O)(=O)c2ccc3c(c2)c(=O)n(C)c(=O)n3C)C1 (stereo not given)	-10	-2.3	-2.1	1	0	3	5	0.0	1.3
COc1ccc2ccccc2c1/C=N/O	1	-0.3	-5.4	-6	-12	-10	-9	-0.5	nt
Cc1cccc[n+]1CC(=O)c1ccc(Cl)cc1	6	-0.7	-0.8	5	-11	-22	-3	-9.8	0.1
Cc1ccc(C(C)(C)C)cc1S(=O)(=O)Nc1nc2ccccc2nc1Cl	24	5.9	1.0	6	6	-30	27*	-3.2	0.7
Cc1ccccc1NC(=O)CN1C(=O)C2C3CC(C(Br)C3Br)C2C1=O (stereo not given)	5	0.2	0.7	-11	-2	2	-4	0.6	2.5
Cc1cc(N2CCN(c3ccc(F)cc3)CC2)nc2cc(O)ccc12	-5	-0.2	0.1	3	-8	-7	-4	-0.9	0.7
Clc1ccc(Nc2nc(-c3cccnc3)cs2)cc1	3	1.9	1.2	-6	-11	-6	1	0.5	-0.7
O=C(COc1ccccc1Cl)Nc1ccc2oc(=O)ccc2c1	-10	-0.4	-4.0	8	0	5	10	0.2	-0.6
CCOC(=O)Nc1ccc([N+](=O)[O-])cc1C	2	0.5	-5.0	-8	0	5	-12	0.2	0.7
N#Cc1c(N)n(-c2ccccc2)c(=O)c2cc([N+](=O)[O-])ccc12	-2	0.6	-3.4	-5	7	-2	-9	2.4	1.6
CC1CN(C(=S)Nc2ccccc2C(F)(F)F)CC(C)O1 (stereo not given)	-7	-0.4	0.3	5	-2	-5	2	0.4	-0.1
CC(C)Sc1nc2ccccc2n2cnnc12	4	0.0	-3.0	-3	-10	?	-10	5.5	1.5
COc1ccc(C)cc1S(=O)(=O)N(C)CC(=O)NCc1ccccn1	5	0.6	0.4	6	6	-10	6	2.2	1.4
Additional results follow:
SMILES	CCHFV vOTU inh	PfHsp40 rescue	FadD28 binding	Yp Topo-I inh	Anthrax LF inh2	BoNT F protease	PrPC surface inh	BoNT A protease	TcdB inh
O=C(c1ccco1)N1CCN(CCCCN2C(=O)c3ccccc3C2=O)CC1	-5	0.5	-2.2	2	-3	2	-9	0.0	2.5
CCC(C(=O)NC1CCCCC1)N(CC1CCCO1)C(=O)CNS(=O)(=O)c1ccc(OC)cc1 (stereo not given)	4	-0.4	-3.2	4	-1	-3	8	-0.5	nt
COc1ccc(Cc2nnc(NC(=O)c3ccc(OC)cc3OC)s2)cc1	-6	-1.2	0.0	12	-1	-12	3	-5.5	-0.1
COc1cc(NC(=O)c2ccc(Cl)cc2Cl)ccc1NC(=O)c1cccs1	-12	-0.2	-0.3	13	2	-3	-1	0.5	-0.5
COc1cc(/C=C/C(=O)OCC(=O)NCc2ccco2)ccc1OCC#N	-1	-0.2	-3.4	3	1	2	2	-0.6	0.5
COc1cccc(CN(C)C(=O)c2cc(COc3c(F)cccc3F)on2)c1	-13	0.7	-1.1	22	1	6	2	0.6	2.1
COc1ccccc1N(CC(O)COc1ccccc1)S(=O)(=O)c1ccccc1 (stereo not given)	-13	1.2	-3.1	16	0	-1	-1	-0.5	nt
COc1cc(-c2c(C#N)c(N)nc3c2CCCC3)cc(OC)c1OC	-6	3.2	-3.6	6	-1	5	-3	2.7	nt
C1CCC(CNc2c3c(nc4nnnn24)CCCC3)CC1	1	1.1	-2.7	-2	-2	6	0	0.4	nt
O=C(Nc1ccccc1Br)c1cc(=O)c2ccccc2o1	12	4.3	-2.1	7	5	-9	-4	-5.2	0.9
O=C(CCN=C1NS(=O)(=O)c2ccccc21)OCC(=O)c1ccc(F)c(F)c1	-8	0.0	-1.7	4	nt	nt	4	nt	0.4
CN(C)c1oc(-c2ccco2)nc1S(=O)(=O)c1ccc(Br)cc1	11	-0.6	-1.6	13	-10	10	1	-2.8	-0.5
COc1ccc(CCNC(=O)CSc2nnc(CNC(=O)c3ccco3)o2)cc1OC	-3	1.1	0.7	-1	4	-14	-3	-1.3	nt
Cc1ccccc1C(c1ccccc1Cl)N(C)C (stereo not given)	0	-0.5	-1.1	2	-1	1	4	0.1	-0.3
O=C(NCc1ccc(OC(F)(F)F)cc1)C1CC(c2c(Cl)cccc2Cl)=NO1 (stereo not given)	30*	1.7	-1.2	33	-4	-3	-1	0.3	-5.0
Cc1cc(C(=O)COc2cccnc2[N+](=O)[O-])c(C)n1-c1ccccc1	12	0.4	-0.7	12	-1	-2	6	-1.1	0.4
COc1cc(C(=O)N2CCN(C(=O)c3cc(-c4ccc(Br)cc4)n[nH]3)CC2)cc(OC)c1OC	14	0.8	-4.2	31	-1	-6	-3	0.7	0.1
CN(Cc1ccccc1)C(=O)c1ccc(NC(=O)Cc2ccc(NC(=O)C3CCCN(C(=O)C4CC4)C3)cc2)cc1 (stereo not given)	-3	2.0	-1.4	23	-4	-5	-3	-0.6	-0.7
COCCCNC(=O)C(=O)NCCCOC(C)C	-2	1.3	-2.1	2	-10	4	0	1.0	nt
COc1ccc(-c2csc(NC(=O)c3c(C)noc3C)n2)cc1F	-2	1.7	-4.8	3	0	6	6	-2.5	0.4
O=c1ccc2ccc(Oc3ccc([N+](=O)[O-])cc3Cl)cc2o1	-17	-0.4	-2.8	3	0	-4	-18	-0.9	-0.1
O=C(Nc1ccccc1Oc1ccccc1)c1cnccn1	0	1.0	1.6	10	7	11	-15	1.0	nt
Cn1nc(C(F)(F)F)c(C#N)c1N1CCN(c2ccccc2F)CC1	-6	0.4	-0.3	-8	-2	-6	-4	0.1	nt
O=C(Cn1cc([N+](=O)[O-])cn1)NCCc1c[nH]c2ccccc12	7	-0.9	0.9	10	-1	-7	3	-0.6	0.8
COC(=O)C1=C(c2ccc(F)cc2OCc2ccccc2)C[C@@H]2CC[C@H]1N2C(=O)NC(C)C	6	0.1	-2.0	13	-11	-8	5	-0.6	2.2

Full records, quoted from the list.
Shown for COc1ccc(Cc2nnc(NC(=O)c3ccc(OC)cc3OC)s2)cc1 = CCHFV vOTU inh = -6; PfHsp40 rescue = -1.2; FadD28 binding = 0.0; Yp Topo-I inh = 12; Anthrax LF inh2 = -1; BoNT F protease = -12; PrPC surface inh = 3; BoNT A protease = -5.5; TcdB inh = -0.1
Shown for CN(C)c1oc(-c2ccco2)nc1S(=O)(=O)c1ccc(Br)cc1 = CCHFV vOTU inh = 11; PfHsp40 rescue = -0.6; FadD28 binding = -1.6; Yp Topo-I inh = 13; Anthrax LF inh2 = -10; BoNT F protease = 10; PrPC surface inh = 1; BoNT A protease = -2.8; TcdB inh = -0.5

Other records follow:
SMILES	CCHFV vOTU inh	PfHsp40 rescue	FadD28 binding	Yp Topo-I inh	Anthrax LF inh2	BoNT F protease	PrPC surface inh	BoNT A protease	TcdB inh
CC(=O)Nc1ccc(S(=O)(=O)N2CCN(Cc3cccs3)CC2)cc1	5	1.3	-3.5	8	-2	-6	2	-1.1	1.5
O=C(N/N=C/c1c(F)cccc1Cl)c1ccc(Cn2cc(Br)cn2)o1	2	-0.7	-8.2	3	1	0	2	0.1	nt
CCOC(=O)c1c(NC(=O)C2COc3ccccc3O2)sc(C(C)=O)c1C (stereo not given)	12	-2.2	-2.5	0	-2	-4	-10	-1.3	1.1
O=C(O)COCC(=O)N1CCCN(c2nccc(C(F)(F)F)n2)CC1	nt	0.6	0.0	3	-7	-9	nt	-2.4	1.0
CC(Cc1ccccc1)[n+]1cc(/N=C(\N)[O-])on1 (stereo not given)	0	-1.4	0.0	1	-1	-4	-2	-0.5	nt
COc1cc(OC)cc(-c2sc3ccc(OC)cc3c2C#CCCO)c1	6	6.0	-12	8	3	6	-6	0.5	0.3
O=c1[nH]c(SCc2ccccc2)nc2c1cnn2-c1ccc(F)cc1	-1	-0.4	-1.0	0	-6	3	1	-0.2	-4.8
COc1nc(Oc2ccc(C(=O)OCC(N)=O)cc2)nc(N(C)C)n1	-9	-0.5	0.6	-3	-6	-2	-3	0.1	nt
Cc1ccccc1NC(=O)CSc1nnc(-c2ccco2)c(-c2ccco2)n1	nt	-0.6	?	-4	1	7	nt	4.7	nt
O=C(c1ccccc1)c1ccccc1C(=O)N1CCOCC1	5	-0.4	-0.8	9	-4	2	-1	?	1.1
CCCCn1c(N)c(N(CCOC)C(=O)COC(=O)c2cc(CC)c(C)s2)c(=O)[nH]c1=O	-9	-1.2	-0.5	-1	-1	0	8	-1.1	-1.4
CCN1C2=C(C(=O)CCC2)C(c2ccc(O)c(Br)c2)C2=C1CCCC2=O	-12	0.1	-2.8	4	-1	2	-10	-1.3	nt
COc1ccc(-n2ncc(S(=O)(=O)c3ccccc3)c2-c2ccc(Cl)cc2)cc1	2	1.4	-2.3	15	0	-1	6	-0.3	nt
Cc1cc(C)cc(NS(=O)(=O)c2ccc3[nH]cc(C(=O)NCc4ccco4)c(=O)c3c2)c1	9	0.7	-17	-6	0	-15	8	-0.3	nt
Cn1ccc(C(=O)N/N=C/c2ccncc2)n1	-5	0.6	-1.0	-6	5	-2	1	0.5	-1.0
COc1ccc(OC)c(NC(=O)C(=O)NNC(=O)COc2ccc(Br)cc2C)c1	2	-1.6	-1.3	4	3	-2	2	-1.1	1.0
O=C(NCc1n[nH]c(=S)n1-c1cccc(C(F)(F)F)c1)c1ccc(S(=O)(=O)N2CCCC2)cc1	6	-1.2	-2.6	-7	-2	-2	-6	-0.4	2.0
O=C(Nc1ccnn1C1CCN(CCCc2ccccc2)CC1)c1ccccc1Cl	-8	-1.2	0.4	9	nt	nt	-2	nt	-0.8
CCC(C)Nc1c2c(nc3c(-c4ccccc4)c(C)nn13)CCC2 (stereo not given)	1	0.7	-3.7	20	-3	-8	-1	-6.4	0.0
Cc1ccc(NC(=O)COC(=O)c2ccc3c(c2)NC(=O)C2CCCN32)cc1 (stereo not given)	4	2.3	-1.7	3	-11	-1	-6	?	nt
Cc1ccc2c(c1)N(CC(=O)N(Cc1ccc3c(c1)OCO3)CC1CCCO1)C(=O)C(C)O2 (stereo not given)	10	0.9	-0.2	35	1	-3	8	-0.2	nt
N#Cc1cc2c(cc1NC(=O)CCn1cnnn1)OCO2	-3	-0.4	-3.7	-5	3	6	-5	0.1	4.1

Three compounds from above, arranged by heavy-atom count, descending:
SMILES	CCHFV vOTU inh	PfHsp40 rescue	FadD28 binding	Yp Topo-I inh	Anthrax LF inh2	BoNT F protease	PrPC surface inh	BoNT A protease	TcdB inh
O=c1[nH]c(SCc2ccccc2)nc2c1cnn2-c1ccc(F)cc1	-1	-0.4	-1.0	0	-6	3	1	-0.2	-4.8
O=C(c1ccccc1)c1ccccc1C(=O)N1CCOCC1	5	-0.4	-0.8	9	-4	2	-1	?	1.1
N#Cc1cc2c(cc1NC(=O)CCn1cnnn1)OCO2	-3	-0.4	-3.7	-5	3	6	-5	0.1	4.1
